SKN-1 block – blocks SKN-1 activity in C. elegans; C. elegans VP596 Pgst-4::GFP/RFP ratio, acrylamide-induced, 24 h; inhibition, % at 21.8 µM; hit rate 0.49% among 360,000;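 active = interference check ratio from 0.5 to 1.5 plus GFP to RFP signal ratio inhibition reaching or exceeding a fixed threshold, cut at about 30% in these data, passing the limit was not always enough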; also: some compounds called inactive have numbers as strong as hits
Rpn11 block – Rpn11 (human) deubiquitinase inhibition; calls only at 20 µM; O00487; human 26S proteasome, Ub4-pepOG fluorescence polarization; 20S core pre-blocked with epoxomicin; hit rate 0.59% among 360,000;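 active = inhibition at 20 µM, scaled to each plate's controls, above about 33%, limit read from the data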
Target sequence (O00487 whole entry, looked up): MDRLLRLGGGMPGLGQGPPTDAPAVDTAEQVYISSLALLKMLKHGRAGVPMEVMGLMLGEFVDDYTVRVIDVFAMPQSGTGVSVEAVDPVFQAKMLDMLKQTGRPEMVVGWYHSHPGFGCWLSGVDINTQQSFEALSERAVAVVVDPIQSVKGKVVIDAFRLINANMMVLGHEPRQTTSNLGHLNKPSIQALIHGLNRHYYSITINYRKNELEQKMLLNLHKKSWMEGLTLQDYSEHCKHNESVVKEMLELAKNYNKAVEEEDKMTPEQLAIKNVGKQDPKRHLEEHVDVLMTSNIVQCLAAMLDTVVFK
CSN inh – blocks human CSN-mediated cullin deneddylation | Q92905 | Purified CSN, SCF-Nedd8-OG deneddylation, fluorescence polarization | inhibition, % at 12.5 µM | hit rate 0.38% among 360,000 | AID 651999;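 active = pattern-corrected inhibition above about 35%, with an unprinted fluorescence ratio check between 0.5 and 1.5, limit read from the data, passing the limit was not always enough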;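 also: 0% = enzyme with substrate and 100% = substrate without enzyme; some results filed as inactive read as strong as hits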
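Schedule: reaction 90 min, room temperature / Assay system: HEK293T-derived human Csn5 enzyme / Input: Csn5 at 0.24 nM final / Measure: inhibition of Csn5 cleavage, % / Control set: substrate-only high control, full reaction low control / Technique: fluorescence polarization of the substrate / Buffer or medium: Tris/NaCl/DTT buffer, pH 7.5 / Reagent: SCFSkp2-Nedd8OG substrate at 10 nM final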
PABP1 MLLE inh – inhibitors of microRNA-mediated deadenylation, human PABP1 MLLE binding. P11940. GST-MLLE / FITC-PAM2 fluorescence polarization. inhibition, % at 20 µM. hit rate 0.36% among 360,000. AID 588489; in the data active = inhibition above about 35%, passing the limit was not always enough;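 also: plate controls were DMSO wells with GST-MLLE for no effect and wells lacking GST-MLLE protein for full effect; some results filed as inactive read as strong as hits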
Target sequence (P11940 whole entry, looked up): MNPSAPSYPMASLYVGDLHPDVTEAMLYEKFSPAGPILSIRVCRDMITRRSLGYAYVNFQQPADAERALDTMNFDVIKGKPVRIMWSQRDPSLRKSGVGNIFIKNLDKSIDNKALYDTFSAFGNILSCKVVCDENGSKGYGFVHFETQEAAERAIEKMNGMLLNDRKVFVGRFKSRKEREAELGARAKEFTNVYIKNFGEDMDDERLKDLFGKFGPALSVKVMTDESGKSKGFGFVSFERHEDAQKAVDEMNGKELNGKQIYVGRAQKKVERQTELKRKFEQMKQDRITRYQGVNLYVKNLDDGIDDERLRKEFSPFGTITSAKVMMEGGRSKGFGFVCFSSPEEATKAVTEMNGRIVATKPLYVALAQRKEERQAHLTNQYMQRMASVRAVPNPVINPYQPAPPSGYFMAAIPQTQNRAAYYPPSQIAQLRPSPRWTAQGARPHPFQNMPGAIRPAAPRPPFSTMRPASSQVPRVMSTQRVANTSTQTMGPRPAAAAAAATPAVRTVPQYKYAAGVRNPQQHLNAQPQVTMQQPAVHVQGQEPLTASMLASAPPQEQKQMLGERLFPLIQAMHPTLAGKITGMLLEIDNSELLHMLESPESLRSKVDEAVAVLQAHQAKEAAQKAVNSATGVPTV
FAS TE block – FAS thioesterase (human) inhibition | P49327 | recombinant FAS-TE, OMFH fluorogenic substrate, fluorescence endpoint | hit rate 0.67% among 360,000 | AID 602261 | inhibition, % at 15 µM;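 active = compounds whose normalised, plate-corrected inhibition of enzyme fluorescence in the single-dose primary screen is 50% or more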;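 also: 0% = DMSO with enzyme and 100% = substrate without enzyme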
NadD block – inhibitors of Staphylococcus aureus NadD; inhibition, % at 20 µM; hit rate 0.78% among 360,000; purified NadD enzyme, colorimetric absorbance read-out; in the data active = inhibition above about 26%; also: some compounds past the cut are filed as inactive
Rin1 Abl inh – human Rin1-Abl interaction inhibition; P00519+Q13671; TR-FRET Rin1/Abl binding, biochemical; inhibition, % at 7.35 µM; hit rate 0.4% among 360,000; AID 588664; in the data active = inhibition above about 5%, passing the limit was not always enough
Neddyl block – inhibitors of human cullin neddylation; TR-FRET cullin neddylation, biochemical; calls only at 25 µM; hit rate 0.58% among 360,000; AID 651699; in the data active = inhibition above about 36%
MT1-MMP act inh – MT1-MMP (human) activation inhibition | P50281 | HT1080 RFP-PRO-GFP cells, GFP/RFP ratio fluorescence, overnight; percent of plate control window, DMSO zero | GFP/RFP ratio change, % at 20 µM | hit rate 0.061% among 360,000 | AID 651647;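 active = GFP/RFP ratio change of at least 30% with cell ATP level not reduced by more than half and red fluorescence within 50% of control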; also: strong numbers were not always called active
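Assay system: HT1080 RFP-PRO-GFP cells | Dosing: 20 µM single dose, 1% DMSO | Incubation: Cells overnight before dosing, compound overnight, 37 °C, 5% CO2 | Evaluation: GFP/RFP fluorescence ratio | Control set: DMSO-only wells and HT1080 RFP-L50D-GFP cell wells as references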
* marks the source's active call; other numbers are inactive results; i = inactive; · = no result given; + = active, no number.

SMILES | SKN-1 block | Rpn11 block | CSN inh | PABP1 MLLE inh | FAS TE block | NadD block | Rin1 Abl inh | Neddyl block | MT1-MMP act inh
CC(C)OCCCn1c(SCC(=O)N2CCc3ccccc32)nc2ccccc2c1=O | 4 | i | 4 | -17 | 15 | -6 | -1 | i | -1
COC(=O)c1cccc(NC(=O)Cc2coc3cc(OC)ccc23)c1 | 10 | i | -5 | -7 | 9 | -4 | 0 | i | 1
COc1ccc(NC(=O)Nc2nnc(CC(=O)NCc3ccccc3)s2)cc1 | -4 | i | -1 | 6 | -5 | 5 | 2 | i | 3
Cc1cccc(C(=O)n2c(=S)nc3ccccn32)c1 | -28 | i | 1 | 15 | -12 | -1 | 0 | i | 6
COc1ccc(-n2cnnc2SCC(=O)N2CCN(S(=O)(=O)c3ccccc3)CC2)cc1 | -14 | i | -3 | -16 | -8 | 2 | 0 | i | 1
CC(=O)/C(=N/Nc1ccc([N+](=O)[O-])cc1)N1CCCc2ccccc21 | 11 | i | 5 | -2 | 42 | 1 | 1 | i | -9
C=CCn1c(SCC(=O)c2cc(C)n(C(C)COC)c2C)nc2sc(C)c(C)c2c1=O (stereo not drawn) | 13 | i | 0 | 40* | 8 | 2 | -3 | i | 1
Cc1ccc(N(CC(=O)Nc2ccccc2-c2ccccc2)S(=O)(=O)c2ccccc2)c(C)c1 | 9 | i | 0 | -1 | 43 | -1 | -3 | i | -2
Cn1cc(CCNC(=O)C2CCC(=O)N(CCc3ccc(Cl)cc3)C2)cn1 (stereo not drawn) | -10 | i | 9 | -2 | -3 | -6 | 2 | i | -1
COc1ccc(NC(=O)Nc2ccc3c(c2)OCO3)c(C)c1 | 3 | i | 4 | -11 | -5 | -3 | 0 | i | 4
CN(C(=O)CCNC(=O)Cn1cnc2ccccc2c1=O)c1ccccc1F | -2 | i | -6 | -11 | -6 | -3 | 3 | i | -1
C(=C\n1nnc2ccccc21)/c1ccccn1 | 10 | i | -4 | 4 | -9 | -4 | -4 | i | 0
Cc1cc(Cl)ccc1OCC(=O)NNC(=O)C1CCCO1 (stereo not drawn) | -4 | i | -7 | 2 | -5 | 2 | 1 | i | 1
c1ccc(OCCSc2nnnn2C2CCCCC2)cc1 | -20 | i | -5 | 7 | 12 | -7 | 0 | i | -5
c1ccc(-c2nc3ccccc3o2)nc1 | 1 | i | -5 | -1 | -3 | -1 | -1 | i | 0
CSCCC(NC(N)=O)C(=O)N(C)CC(=O)Nc1cc(C)ccc1C (stereo not drawn) | 15 | i | -4 | -5 | -7 | 5 | 0 | i | -2
CCSc1ncc(C)cc1[N+](=O)[O-] | -6 | i | -11 | 0 | 2 | -1 | -2 | i | 3
CN(C)c1c([N+](=O)[O-])cc(N2C(=O)C=CC2=O)cc1[N+](=O)[O-] | 5 | i | -2 | 23 | 5 | 23 | -1 | i | 5
Cc1cccc(C(C)C)c1NC(=O)COC(=O)CN1C(=O)C2CC=CCC2C1=O (stereo not drawn) | -10 | i | 0 | 1 | -7 | -4 | 0 | i | -1
COCCNC(=O)C(c1cccc(OC)c1)N(C(=O)Cn1nnc2ccccc21)c1cccnc1 (stereo not drawn) | -9 | i | -3 | 6 | -4 | -2 | 0 | i | 2
CCC(C)NC(=O)CSc1nnc(-c2ccoc2C)n1CC1CCCO1 (stereo not drawn) | -3 | i | -3 | 2 | -3 | -1 | 0 | i | 8
N#CCC(=N)N1CCN(c2ccc(F)cc2)CC1 | 8 | i | 0 | 3 | 0 | 0 | 4 | i | 0
COCCn1c(N)c(N(Cc2ccccc2)C(=O)c2oc3ccccc3c2C)c(=O)[nH]c1=O | 2 | i | -9 | -14 | -1 | 1 | -3 | i | -4
CN(CC(=O)Nc1cccc(F)c1)C(=O)/C=C/c1cn(Cc2ccccc2)nc1-c1cccnc1 | 1 | i | 1 | -30 | 0 | 5 | 3 | i | -7
CNS(=O)(=O)c1cccc(C(=O)OCC(=O)c2ccc3c(c2)OCCO3)c1 | 13 | i | 3 | 11 | 1 | -10 | -1 | i | 1

Copied from the listing for reference:
SMILES | SKN-1 block | Rpn11 block | CSN inh | PABP1 MLLE inh | FAS TE block | NadD block | Rin1 Abl inh | Neddyl block | MT1-MMP act inh
CC(C)OCCCn1c(SCC(=O)N2CCc3ccccc32)nc2ccccc2c1=O | 4 | i | 4 | -17 | 15 | -6 | -1 | i | -1
COC(=O)c1cccc(NC(=O)Cc2coc3cc(OC)ccc23)c1 | 10 | i | -5 | -7 | 9 | -4 | 0 | i | 1
COc1ccc(NC(=O)Nc2nnc(CC(=O)NCc3ccccc3)s2)cc1 | -4 | i | -1 | 6 | -5 | 5 | 2 | i | 3
Cc1cccc(C(=O)n2c(=S)nc3ccccn32)c1 | -28 | i | 1 | 15 | -12 | -1 | 0 | i | 6

(list continues)
SMILES | SKN-1 block | Rpn11 block | CSN inh | PABP1 MLLE inh | FAS TE block | NadD block | Rin1 Abl inh | Neddyl block | MT1-MMP act inh
CC1(C)CC(NC(=O)COc2ccc(Cl)cc2Cl)CC(C)(C)N1 | 0 | i | -1 | 10 | -6 | -9 | 1 | i | 1
CCc1ccc(C(=O)NNc2ccc(F)cc2)cc1 | -1 | i | -2 | 0 | -1 | -3 | -2 | i | 0
O=C(c1cccc(F)c1)N1CCCC(C(=O)N2CCCCCC2)C1 (stereo not drawn) | -5 | i | -3 | -3 | -5 | -2 | 1 | i | 0
O=C(NNc1ccccc1C(F)(F)F)c1cccs1 | -4 | i | 3 | -27 | -5 | 2 | 0 | i | 0
COc1ccc2c(c1)C(C)=CC(C)(C)N2C(=O)CNCc1ccc2c(c1)OCO2 | 14 | i | 2 | 5 | 8 | 0 | 0 | i | -4
COc1cccc(N=Nc2ccc(O)c3ncccc23)c1 | 7 | i | 0 | 3 | 8 | 34* | 6 | i | 23
Nc1nnc(SC2CC(=O)N(c3ccccc3)C2=O)s1 (stereo not drawn) | -5 | i | 3 | 42* | -4 | 9 | 0 | i | 0
CCN1CCc2c(sc(NC(=S)NC(=O)c3ccco3)c2C(N)=O)C1 | -3 | i | 9 | -46 | -6 | -4 | -6 | i | -89
O=C(c1cc(Cl)nc2ccccc12)N1CCCCC1 | 1 | i | 3 | -16 | -10 | 1 | 1 | i | 0
O=C(c1cccs1)N(CCN1CCCCC1)CC1CCCN(C2CCCC2)C1 (stereo not drawn) | 12 | i | 6 | 1 | -3 | -1 | 3 | i | 4
CCOCCCNC(=O)c1ccc2c(c1)ncn2-c1ccccc1OC | 8 | i | 1 | 6 | 2 | -5 | 1 | i | 1
Cc1cc(N2O[C@H]3C=C[C@@H]2C3)no1 | 6 | i | -4 | 25 | -5 | 0 | 0 | i | 1
O=C(CSc1ccccc1)N1CCN(c2ccccc2)CC1 | 15 | i | -1 | 2 | -9 | -5 | -3 | i | 0
COc1cc(/C=C/C2=NNC(=O)CC2)cc(OC)c1OC | 19 | i | 2 | -6 | -3 | -6 | -5 | + | 2
Cc1ccc(/C=C/C(=O)OCC(=O)NCCc2ccc(S(N)(=O)=O)cc2)o1 | -16 | i | 3 | -13 | -6 | -2 | -2 | i | -2
Cc1ccc(C(=O)OCC(=O)NC2CCCc3ccccc32)o1 (stereo not drawn) | -1 | i | 1 | 6 | 3 | -3 | 2 | i | 9
COc1ccc(CNC(=O)c2nc(S(=O)(=O)Cc3ccccc3)ncc2Cl)cc1 | 0 | i | 6 | 16 | 28 | -3 | -3 | i | -2
CCOc1ccc2[nH]c(=O)c(CN(Cc3ccc(F)cc3)C(=O)c3ccco3)cc2c1 | 3 | i | 6 | 10 | 5 | 8 | 0 | i | -5
O=S(=O)(c1ccc2ccccc2c1)N1CCN(C2CCN(Cc3ccccc3)CC2)CC1 | 1 | i | 2 | 3 | 2 | -3 | -5 | i | 4
Cc1c(NS(=O)(=O)c2ccccc2)c(=O)n(-c2ccccc2)n1C | -3 | i | 3 | 3 | -8 | -3 | 3 | i | 7
O=C(NC(=O)N1CCN(c2ccc([N+](=O)[O-])cn2)CC1)c1ccccc1F | 5 | i | 1 | -1 | 3 | 2 | 0 | i | 1
Cc1nc(-c2noc(-c3cccc(Cl)c3)n2)c(C(F)(F)F)o1 | 17 | i | 3 | 10 | 16 | -7 | 2 | i | 3
Cc1ccc2c(C)nc(Nc3nc(CSc4nnc(C)s4)cc(=O)[nH]3)nc2c1 | 2 | i | -1 | -13 | 0 | -1 | -3 | i | 1
Cc1ccc2nc(-c3ccc(Br)cc3)cc(C(=O)NCC3CCCO3)c2c1 (stereo not drawn) | 11 | i | 0 | -10 | 5 | 1 | 1 | i | 1
COc1ccc(-c2cc(C(=O)NCCCN3CCOCC3)no2)cc1 | 5 | i | 3 | 9 | -4 | 3 | 3 | i | -2
Continued:
SMILES | SKN-1 block | Rpn11 block | CSN inh | PABP1 MLLE inh | FAS TE block | NadD block | Rin1 Abl inh | Neddyl block | MT1-MMP act inh
CN1C[C@@H]2[C@@H]3C(=O)N(C)C(=O)[C@@H]3[C@](C)(C1=O)N2C(=O)c1ccc(F)cc1 | 0 | i | 0 | 4 | -8 | -4 | 0 | i | -2
COCCNc1nnc(SCC(=O)c2cc(C)n(C3CC3)c2C)s1 | -3 | i | -1 | 9 | -3 | 5 | 0 | i | 1
COCCCNC(=O)CSc1nc2c(sc3ccccc32)c(=O)n1CCCC(=O)NCC1CCCO1 (stereo not drawn) | 19 | i | 1 | -6 | 3 | 7 | -9 | i | 2
O=C(COC(=O)C1CCN(/C=C/C(=O)C(F)(F)F)CC1)Nc1ccccc1 | 13 | i | -11 | 19 | -8 | -2 | 0 | i | -2
CCCNS(=O)(=O)c1ccc(OCC(=O)N(C)Cc2ccccc2)cc1 | -5 | i | -5 | 0 | -6 | -6 | -2 | i | 0
CC(=O)N1CCc2cc(S(=O)(=O)NC(Cc3ccccc3)C(=O)O)ccc21 (stereo not drawn) | 12 | i | -4 | 16 | -10 | 1 | 4 | i | -2
COc1cc2c(cc1OC)C(c1cccc(F)c1)CC(=O)N2 (stereo not drawn) | -3 | i | -1 | 7 | 4 | 0 | 3 | i | 1
O=C(NC(=S)Nn1cnnc1)c1ccccc1 | -1 | i | -1 | -2 | -13 | 1 | 0 | i | 0
Cc1ccc2cc(CCNC(=O)CCCc3ccccc3)c(=O)[nH]c2c1C | 9 | i | 1 | 5 | -2 | 2 | 3 | i | 1
COc1ccc(C(NC(=O)C(C)C)c2ccc3cccnc3c2O)cc1 (stereo not drawn) | -13 | i | -3 | 8 | -1 | 3 | 3 | i | 2
NS(=O)(=O)c1ccc(CNC(=O)C2(c3ccc(Cl)cc3)CC2)cc1 | 8 | i | 2 | -1 | -3 | -3 | 2 | i | 0
Cn1c(SCC(=O)Nc2ccc(N3CCOCC3)cc2)nnc1C1CC1 | -1 | i | 1 | 8 | -7 | -28 | 0 | i | 0
CCC(=O)Nc1ccc2c(c1)Cc1cc([N+](=O)[O-])ccc1-2 | -4 | i | 10 | -28 | 2 | -4 | 2 | i | -49
Nc1ccc2nc(-c3cccs3)[nH]c2c1 | 6 | i | 3 | -9 | -10 | 14 | -3 | · | 11
Cc1ccc(CN(C)C(=O)c2ccccc2Sc2ccccc2C#N)cc1 | -6 | i | 0 | 13 | 15 | 4 | 6 | i | -1
COc1ccc(N2CCN(c3nc(-c4cccs4)nc4ccccc34)CC2)cc1 | -1 | i | -7 | 2 | 32 | 9 | 4 | i | 1

Screening results: PubChem, several laboratories
